NR1D1 modulator = modulators of Rev-erb alpha DNA binding, primary screen, biochemical, FITC-DNA, fluorescence polarization, uHTS | Nuclear receptor subfamily 1 group D member 1 (Homo sapiens), P20393 | hit rate 0.79% among 370,000 | activity, % at 10 µM | Rev-erbα–FITC-DNA binding, 90 min;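 active = activity above about 14%, limit read from the data; passing the limit was not always enough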;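 also: 0% = DMSO wells with 35 nM protein and 100% = DMSO wells with 750 nM protein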
ssDAF12 agonist = S. stercoralis DAF-12 nuclear receptor activators, primary screen, cell-based, luminescence, HEK293, GRIP1 co-expression, lit1-tk-luc | AID 652126, 2013 | HEK293 ssDAF-12/GRIP1 lit1-tk-luc reporter; % of 3 µM dafachronic acid response | activation, % at 6.8 µM | hit rate 1% among 370,000 | Nuclear hormone receptor DAF-12 (Strongyloides stercoralis);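 active = activation above the mean over all tested compounds plus 3 SD, cut at about 0.9% in these data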;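 also: 0% = DMSO-only wells and 100% = 3 µM delta7-dafachronic acid wells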
sPLA2-III inh = human group III sPLA2 inhibitors, primary screen, biochemical, QFRET, BODIPY PC-A2 liposome substrate; Group 3 secretory phospholipase A2 (Homo sapiens), Q9NZ20; QFRET BODIPY PC-A2 liposome hydrolysis, fluorescence; hit rate 0.56% among 370,000; AID 743126, 2013; inhibition, % at 12.2 µM;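 active = inhibition above mean plus 3 SD of compounds lying within the high and low control bounds, cut at about 19% in these data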;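 also: 0% = median of test compound wells and 100% = no enzyme DMSO wells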
hgDAF12 agonist = H. glycines DAF-12 receptor agonists, primary screen, cell-based, luminescence, HEK293, GAL4 fusion, UAS-luciferase; activation, % at 6.8 µM; HEK293 GAL4-hgDAF12 UAS-luciferase reporter, agonist luminescence; normalized to butyrate control; Nuclear hormone receptor DAF-12 (Heterodera glycines), GAL4 fusion; hit rate 1.8% among 370,000;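 active = activation above a cutoff set at the mean of all screened compounds plus 3 SD, cut at about 10% in these data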;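 also: 0% = DMSO wells and 100% = sodium butyrate wells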
DAX1 inh-1 = DAX1 (NR0B1) inhibitors, primary screen, cell-based, HEK293, Gal4-DAX1, luciferase luminescence. hit rate 0.99% among 340,000. Nuclear receptor subfamily 0 group B member 1 (Homo sapiens), P51843. HEK293 Gal4-DAX1 luciferase reporter. inhibition, % at 6.75 µM. AID 504766, 2011;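 active = inhibition above the mean over all tested compounds plus 3 SD, cut at about 4.2% in these data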;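 also: 0% = DAX1-transfected cells with DMSO and 100% = empty-vector control cells with DMSO; inhibition shows as a rise in luminescence from relieved DAX1 repression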
PLC-beta3 inh = human PLC-beta3 inhibitors, primary screen, biochemical, fluorescence; 1-phosphatidylinositol 4,5-bisphosphate phosphodiesterase beta-3 (Homo sapiens), Q01970; Purified PLC-beta3, fluorogenic substrate; inhibition, % at 12.2 µM; hit rate 0.18% among 370,000; in the data active = inhibition above about 11%;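 also: 0% = median of compound wells on plate and 100% = full blocker control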
Target sequence (Q01970 whole entry, looked up): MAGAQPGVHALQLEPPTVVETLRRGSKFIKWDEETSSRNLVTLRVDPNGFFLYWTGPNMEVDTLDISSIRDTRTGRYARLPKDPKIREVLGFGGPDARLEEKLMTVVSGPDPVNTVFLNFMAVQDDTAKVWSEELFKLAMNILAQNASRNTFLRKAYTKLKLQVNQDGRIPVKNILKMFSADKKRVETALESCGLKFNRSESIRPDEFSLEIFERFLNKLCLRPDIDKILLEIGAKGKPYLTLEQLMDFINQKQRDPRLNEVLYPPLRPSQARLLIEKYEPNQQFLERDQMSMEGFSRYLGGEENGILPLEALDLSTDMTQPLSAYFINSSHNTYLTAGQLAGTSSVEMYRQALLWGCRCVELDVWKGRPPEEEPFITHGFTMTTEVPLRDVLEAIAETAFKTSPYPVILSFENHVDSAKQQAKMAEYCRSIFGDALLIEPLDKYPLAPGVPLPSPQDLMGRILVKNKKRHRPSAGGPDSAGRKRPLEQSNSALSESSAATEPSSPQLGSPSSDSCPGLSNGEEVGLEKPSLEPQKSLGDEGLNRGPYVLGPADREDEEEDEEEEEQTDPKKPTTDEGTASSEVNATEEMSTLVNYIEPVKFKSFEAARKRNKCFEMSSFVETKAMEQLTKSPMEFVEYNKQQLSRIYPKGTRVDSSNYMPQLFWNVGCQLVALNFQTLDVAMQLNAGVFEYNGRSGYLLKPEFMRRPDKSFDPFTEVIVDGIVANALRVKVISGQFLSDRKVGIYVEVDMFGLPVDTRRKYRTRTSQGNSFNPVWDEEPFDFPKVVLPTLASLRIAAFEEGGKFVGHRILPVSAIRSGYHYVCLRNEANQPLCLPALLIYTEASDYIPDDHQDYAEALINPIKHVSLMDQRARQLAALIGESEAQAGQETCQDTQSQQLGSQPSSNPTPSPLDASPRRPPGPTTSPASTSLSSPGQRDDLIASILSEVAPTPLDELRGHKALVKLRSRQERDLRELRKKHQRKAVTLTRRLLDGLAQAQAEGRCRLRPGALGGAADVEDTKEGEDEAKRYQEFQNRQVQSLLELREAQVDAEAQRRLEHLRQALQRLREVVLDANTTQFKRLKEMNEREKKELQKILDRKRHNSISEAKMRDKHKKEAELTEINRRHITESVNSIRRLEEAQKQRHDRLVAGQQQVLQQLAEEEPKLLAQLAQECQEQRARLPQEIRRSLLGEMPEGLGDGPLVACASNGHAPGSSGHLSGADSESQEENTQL
SMARCA2 act = SMARCA2 (BRM) function activators, primary screen, cell-based, luminescence, high throughput | MG213 cells, MMTV-luciferase reporter, dexamethasone, overnight | activation, % at 9.1 µM | hit rate 1% among 370,000 | AID 652017, 2013; in the data active = activation above about 7.8%;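 also: 0% = vehicle wells and 100% = reference activator wells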
GAA850 FXN act = FXN promoter activators, primary screen, cell-based, luciferase luminescence, HEK293 lucGAA850; HEK293 lucGAA850 FXN promoter luciferase reporter, 24 h; percent of 10 µM SAHA response; activation, % at 6 µM; hit rate 0.56% among 360,000; AID 540364, 2011;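 active = activation above the average of all compounds screened plus 3 SD, cutoff fixed separately per campaign, cut at about 7.5% in these data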;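 also: 0% = DMSO wells and 100% = 10 µM SAHA wells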
hcDAF12 agonist = H. contortus DAF-12 nuclear receptor activators, primary screen, cell-based, luminescence, HEK293, lit1-tk-luc reporter; HEK293 hcDAF-12 lit1-tk-luc reporter; 0% DMSO, 100% Δ7-dafachronic acid; activation, % at 6.8 µM; hit rate 1.4% among 370,000; AID 652067, 2013;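 active = activation above the mean of all tested compounds plus 3 SD, cut at about 5.5% in these data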;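 also: 100% = response to 3 µM Δ7-dafachronic acid high control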
PG9 binder = binders of HIV-1 gp120 antibody PG9, primary screen, biochemical, TR-FRET. HIV-1 gp120 / PG9 antibody interaction. TR-FRET gp120-PG9 antibody binding. inhibition, % at 6.7 µM. hit rate 0.43% among 360,000; in the data active = inhibition above about 8.5%
DAX1 inh-2 = DAX1 (NR0B1) inhibitors on StAR promoter, primary screen, cell-based, luminescence, SF-1 (NR5A1), full-length DAX-1. HEK293T StAR-luciferase reporter, SF-1/DAX-1 repression relief. inhibition, % at 6.8 µM. hit rate 1.1% among 370,000. AID 652010, 2013;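 active = inhibition above the mean over all tested compounds plus 3 SD, cut at about 3.6% in these data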;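 also: 0% = DAX-1 cells with DMSO and 100% = cells lacking DAX-1 with DMSO; higher inhibition means more luminescence from relief of DAX-1 repression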
The depositor's hits bear a star; x = not tested or not shown; & = joins results of further samples.

SMILES	NR1D1 modulator	ssDAF12 agonist	sPLA2-III inh	hgDAF12 agonist	DAX1 inh-1	PLC-beta3 inh	SMARCA2 act	GAA850 FXN act	hcDAF12 agonist	PG9 binder	DAX1 inh-2
Cc1ccc(N(C(=O)c2csnn2)C(C(=O)NC2CCCC2)c2ccccn2)cc1 (configuration not stated)	5	-0.6	1	2.1	-0.1	-4	0	-0.1	-0.3	1.1	0.3
CCCCNC(=O)CCc1nc2cccnc2n1Cc1ccc(OC)cc1	4	-0.7	11	4.1	1.6	-2	-5	2.1	-2.8	0.2	-1.0
CCn1nc(C(=O)NCCc2ccc3c(c2)OCCO3)c2ccccc2c1=O	2	-1.0	8	-3.7	-0.6	3	5	-0.7	-0.4	-3.0	-0.7
CCCC(=O)Nc1ccccc1N1CCN(C(=O)c2ccccc2)CC1	2	-1.0	3	0.8	1.0	2	1	-1.5	-0.3	-0.7	-1.0
COc1ccc2[nH]c(=O)c(CN(C(=O)COc3ccccc3)C(C)C)cc2c1	-8	-1.2	2	2.0	0.6	-3	-1	0.1	-0.6	0.3	-0.2
COc1ccc(/C=N/NC(=O)COc2cccc3cccnc23)cc1OC	-5	-2.1	0	0.6	0.2	-5	-1	1.7	-1.9	0.0	-0.3
COc1ccc(C2=C(CN(C)C)C(c3ccccc3)c3ccccc3O2)cc1 (configuration not stated)	-2	-1.0	-6	-1.6	-0.2	0	-1	-2.0	-0.9	-1.4	-0.5
COCCn1c(SCC(=O)NNC(=O)c2ccc(OC)c(OC)c2)nc2ccccc2c1=O	-7	-1.8	6	2.0	-0.2	3	-4	1.5	-0.1	-3.2	-0.2
CCc1nnc(NC(=O)COc2ccccc2[N+](=O)[O-])s1	0	-0.6	1	2.4	2.2	-1	6	1.8	1.1	-1.9	-0.1
C/C(=N\N=C1/NC(=O)C(C)S1)c1ccco1 (configuration not stated)	9	-1.2	3	2.2	-0.5	-1	-2	0.2	0.3	-0.3	-0.3
C(=C\c1ccccc1)/C=N/Nc1nncc(-c2ccccc2)n1	-3	-1.4	18	3.1	x	-6	-5	x	-0.5	-2.6	0.2
COc1ccc(NC(=O)COc2ccc(/C=N/NC(=O)c3cccnc3)cc2OC)cc1	1	-1.7	1	-2.6	-0.7	-14	0	0.1	-1.0	1.8	-0.3
COc1ccc([C@H]2N[C@]3(CCCN(Cc4ccc(C(F)(F)F)cc4)C3=O)[C@H]3C(=O)N(C)C(=O)[C@@H]23)cc1	-3	-1.3	-6	-0.3	0.4	3	-1	-1.6	-0.5	-0.8	-0.6
CN(C)CCCNC(=O)C[C@H]1C[C@H](C(=O)N2CCOCC2)[C@@]2(C)c3[nH]c4ccc(Cl)cc4c3CCN2C1=O	-1	-1.7	4	-1.6	0.1	4	0	1.2	-1.6	0.9	0.5
O=c1c(Cc2ccc(F)cc2)c(O)ccn1Cc1cccc(Cl)c1	0	-1.3	2	-0.1	0.8	2	1	-1.7	-1.4	0.1	-0.9
C[C@@H]1CCN(C2CC2)S(=O)(=O)c2ccc(N3CC[C@@H](N(C)C)C3)cc2O1	-6	-0.8	-1	0.5	x	1	1	x	-1.6	x	-0.8
CCCc1cc(=O)[nH]c(SCC(=O)N2CCc3ccccc3C2)n1	1	-0.1	10	1.3	0.1	-13	-1	1.1	0.1	2.0	-1.7
O=C(CNC(=O)Cc1ccccc1)N=Nc1c(O)[nH]c2ccc(Br)cc12	-7	-1.9	0	-1.9	0.1	-5	-3	0.2	-0.2	-2.2	-0.5
COc1ccc(C2NC(=S)N(c3ccccc3)C(C)=C2C(=O)Nc2ccccc2)cc1 (configuration not stated)	1	-0.4	-15	-0.8	0.6	2	-3	-2.0	-1.5	0.1	-0.3
CCCCNC(C(=O)Nc1ccc(Cl)c([N+](=O)[O-])c1)c1ccccc1 (configuration not stated)	1	-1.1	15	2.4	1.3	-2	-1	1.1	2.2	-2.6	0.4
CC(C)Cc1ccc(C(C)C(N)=NCCc2ccccc2)cc1 (configuration not stated)	10	-1.4	14	-4.1	0.1	2	-4	11*	1.6	1.0	-0.4
Cc1nc(NCC2CCCO2)c2nnn(Cc3ccccc3)c2n1 (configuration not stated)	-7	-1.3	-9	1.2	-0.9	-1	0	1.4	-0.9	-1.4	-0.1
C(#Cc1ccccc1)CN1CCN(c2ccccn2)CC1	0&-1	-0.4&-0.7	1&-6	-0.3&0.0	0.6&0.5	1&2	-3&-1	1.4&1.4	1.6&-0.2	-1.4&-1.3	0.3&-0.2
Cc1cc(C)c(C#N)c(SCC(=O)Nc2ccccc2C)n1	4	-1.5	-1	0.4	-0.3	-4	1	-0.8	-1.1	-1.0	0.0
Cc1cccc(C(=O)NCC(=O)N2CCN(c3ccc(Cl)cc3)CC2)c1	6	-2.3	7	-5.2	3.4	-5	-4	2.7	-3.8	1.5	-1.3

The last 3 entries of the part above open the next one:
SMILES	NR1D1 modulator	ssDAF12 agonist	sPLA2-III inh	hgDAF12 agonist	DAX1 inh-1	PLC-beta3 inh	SMARCA2 act	GAA850 FXN act	hcDAF12 agonist	PG9 binder	DAX1 inh-2
C(#Cc1ccccc1)CN1CCN(c2ccccn2)CC1	0&-1	-0.4&-0.7	1&-6	-0.3&0.0	0.6&0.5	1&2	-3&-1	1.4&1.4	1.6&-0.2	-1.4&-1.3	0.3&-0.2
Cc1cc(C)c(C#N)c(SCC(=O)Nc2ccccc2C)n1	4	-1.5	-1	0.4	-0.3	-4	1	-0.8	-1.1	-1.0	0.0
Cc1cccc(C(=O)NCC(=O)N2CCN(c3ccc(Cl)cc3)CC2)c1	6	-2.3	7	-5.2	3.4	-5	-4	2.7	-3.8	1.5	-1.3
O=C(N/N=C/c1ccc[nH]1)c1cc(-c2ccc(Cl)cc2)nc2ccccc12	-4	-1.5	-1	-2.8	-1.0	-78	-4	-1.2	-1.6	-0.1	-2.9
CC(C(=O)OCC(=O)NC1CCCC1)N1C(=O)c2ccccc2C1=O (configuration not stated)	-4	-1.0	0	2.5	0.9	2	2	0.7	0.0	-1.9	-0.1
CCOc1ccc(NC(=O)CN(C)C(=O)/C=C/c2ccco2)cc1OCC	5	-1.3	-2	-2.8	-1.1	-6	1	0.0	1.8	-1.4	-2.0
COc1ccc(Br)cc1C(=O)Nc1ccc(Cc2ccncc2)cc1	5	-1.2	-18	1.4	-0.2	-1	-1	-3.0	3.5	-0.5	-1.4
Cc1ccc(C(=O)NC(=S)NCc2cccnc2)c(C)c1	2	-1.4	7	4.7	3.2	-1	-3	-0.8	-2.1	-0.3	-1.4
Cc1ccc(C(=O)NCC(=O)OC(C)C(=O)Nc2ccc(N3CCOCC3)cc2)s1 (configuration not stated)	1	-0.1	0	-1.1	1.8	-6	1	-0.1	0.3	0.2	0.6
CC1CCC(NC(=O)COc2ccccc2C(N)=O)CC1 (configuration not stated)	-1	-1.4	5	-0.9	-0.7	0	-3	-0.3	-1.0	0.1	0.1
Oc1ccc(CCC2CCCCN2Cc2nc(C3CC3)no2)cc1 (configuration not stated)	0	-0.8	-12	-1.6	1.0	1	3	0.1	-2.7	-2.8	-0.3
O=C(NCc1cccs1)c1csc2c1CCCCC2	-4	-0.7	1	2.8	1.8	-2	-4	3.7	1.7	-0.1	-0.7
C=Cn1cc[n+](CC(=O)c2ccc(Cl)c(Cl)c2)c1	3	0.1	-16	0.5	-2.6	-3	-2	0.3	-0.1	2.1	0.1
CCOCCCn1c(SCC(=O)Nc2cc(C(C)(C)C)nn2-c2ccccc2)nc2ccccc2c1=O	-3	-1.4	14	2.2	1.6	-1	-3	0.7	-0.3	0.2	0.1
Cn1c(=O)n(Cc2ccccc2Br)c2ccccc21	3	-1.1	-1	-2.9	1.0	-2	-1	5.0	-0.7	1.6	-1.0
CN(C)c1nc(SCCOC(=O)Nc2ccccc2)nc(N(C)C)n1	6	-0.8	-19	-2.3	-0.4	-2	0	-1.4	-2.4	0.8	-0.4
O=C(Nc1ccon1)Nc1ccccc1C(F)(F)F	6	-0.6	0	-0.7	0.6	-2	-2	-1.9	-0.1	-0.7	-0.3
Cc1ccc(S(=O)(=O)Nc2nc3cc(C)c(C)cc3[nH]2)cc1	1	-1.1	-9	-2.0	x	3	-1	2.3	-2.0	-1.0	-0.8
CC(C)c1ccc(NC(=O)COC(=O)c2cc(=O)[nH]c3ccccc23)cc1	1	0.3	-9	1.4	0.3	-41	-2	1.5	1.7	1.2	-1.7
O=C(COC(=O)CCCC1=NS(=O)(=O)c2ccccc2N1)Nc1ccccc1	-7	-1.3	-1	-0.5	0.3	-3	0	0.2	-1.7	-1.9	0.0
CCOc1cc(/C=C/C(=O)c2ccc(OC)c(CN3CCOCC3)c2)cc(Br)c1O	-6	-0.7	-2	3.2	-1.9	-38	-2	1.1	-3.0	-4.3	-0.1
COC(=O)c1ccc(C2CC(=O)Nc3cc(OC)c(OC)c(OC)c32)cc1 (configuration not stated)	5	-0.7	-1	-1.1	-0.4	-2	-1	2.0	-1.3	-0.7	0.3
CCCCn1nnnc1C(c1ccccc1)N1CCN(C/C=C/c2ccccc2)CC1 (configuration not stated)	-8	-1.4	-17	-1.6	x	1	0	x	-1.8	-0.7	1.1
Clc1cc(NCc2ccccc2)ncn1	-2	-1.3	12	0.2	1.2	6	0	-0.1	-1.3	1.5	-0.6
CCc1ccc(N2CCN(CCNC(=O)Nc3ccccc3)CC2)cc1	-3	0.1	8	0.7	-0.1	-7	1	0.4	0.0	-0.9	-0.3

Arranged by heavy-atom count (largest number first): 3 of the compounds above
SMILES	NR1D1 modulator	ssDAF12 agonist	sPLA2-III inh	hgDAF12 agonist	DAX1 inh-1	PLC-beta3 inh	SMARCA2 act	GAA850 FXN act	hcDAF12 agonist	PG9 binder	DAX1 inh-2
CCOCCCn1c(SCC(=O)Nc2cc(C(C)(C)C)nn2-c2ccccc2)nc2ccccc2c1=O	-3	-1.4	14	2.2	1.6	-1	-3	0.7	-0.3	0.2	0.1
CC(C)c1ccc(NC(=O)COC(=O)c2cc(=O)[nH]c3ccccc23)cc1	1	0.3	-9	1.4	0.3	-41	-2	1.5	1.7	1.2	-1.7
CCc1ccc(N2CCN(CCNC(=O)Nc3ccccc3)CC2)cc1	-3	0.1	8	0.7	-0.1	-7	1	0.4	0.0	-0.9	-0.3

From PubChem
